Rtt109 Vps75 = inhibitors of C. albicans Rtt109/Vps75 HAT, primary screen, biochemical, ThioGlo CoA-SH fluorescence, plate reader; Histone acetyltransferase RTT109 (Candida albicans (strain SC5314 / ATCC MYA-2876)), …; purified Rtt109/Vps75, 4 h; inhibition, % at 34.9 µM; hit rate 0.16% among 330,000; AID 540336, 2011;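 active = inhibition of at least 50% in every replicate; inconclusive = best replicate reaches 50% inhibition but some replicates fall short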
Target sequence (Q5AAJ8 whole entry, looked up): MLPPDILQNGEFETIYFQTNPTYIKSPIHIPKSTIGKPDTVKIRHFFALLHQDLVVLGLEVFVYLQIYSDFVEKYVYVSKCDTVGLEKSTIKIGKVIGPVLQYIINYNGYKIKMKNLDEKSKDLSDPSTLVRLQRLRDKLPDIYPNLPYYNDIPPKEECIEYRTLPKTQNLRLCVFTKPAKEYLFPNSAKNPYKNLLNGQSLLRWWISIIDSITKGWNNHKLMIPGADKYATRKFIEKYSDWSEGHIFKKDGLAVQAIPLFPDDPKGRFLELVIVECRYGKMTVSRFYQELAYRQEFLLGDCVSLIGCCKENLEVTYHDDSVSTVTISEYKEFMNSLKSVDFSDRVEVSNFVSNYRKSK
PKA-R2B activ = activators of PKA-R2B holoenzyme, primary screen, biochemical, fluorescence polarization, Cy5-IP20, human; cAMP-dependent protein kinase catalytic subunit beta (Homo sapiens) + cAMP-dependent …; AID 504700, 2011; PKA-R2B holoenzyme dissociation; R2B truncated from residue 108, S112A mutant; 0% DMSO only, 100% 113 µM cGMP; activation, % at 11.4 µM; hit rate 0.079% among 340,000;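 active = activation above a cutoff set at the mean over all compounds plus 3 SD, cut at about 18% in these data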;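 also: higher means more holoenzyme dissociation and a rise in polarization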
RTF Ca sens inh = cardiac RTF calcium sensitivity inhibitors, primary screen, biochemical, IANBD-TnC fluorescence, EC70 calcium | Troponin I, cardiac muscle (Homo sapiens) + Troponin T, cardiac muscle (Homo sapiens) + … | IANBD-labeled cardiac RTF, Ca2+ fluorescence | inhibition, % at 7.15 µM | hit rate 0.12% among 340,000 | AID 493244, 2011;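 active = inhibition above the mean inhibition of all tested compounds plus 3 SD, cut at about 17% in these data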;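 also: assay run at fixed EC70 calcium of 1.6 mM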
LANA DNA inh = inhibitors of KSHV C-LANA binding to DNA, primary screen, biochemical, fluorescence polarization, FAM-LBS DNA, MBP-C-LANA, single point | inhibition, % at 9 µM | hit rate 0.078% among 340,000 | Kaposi's sarcoma herpesvirus LANA C-terminal domain (residues 932-1162) DNA binding;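 active = highest replicate inhibition at or above 60% at 9 µM, even if other replicates fall short; inactive = all replicates below 60% inhibition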;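 also: 0% = neutral control wells and 100% = 4 µM acridine orange control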
SR-BI DiI-HDL act = activators of SR-BI mediated DiI-HDL uptake, primary screen, ldlA[mSR-BI] CHO cells, DiI fluorescence | 3 h; 100 = double the neutral-control signal | hit rate 0.096% among 320,000 | activation, % at 12.5 µM | AID 504775, 2011;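 active = mean replicate activation of at least 60% and every replicate at or above 60%; inconclusive = mean or all-replicate condition met, but not both; inactive = mean below 60% and not all replicates reaching 60%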;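 also: 0% = median plate neutral-control signal and 100% = twice that signal; values of inactives mirror those of a sister screen read the other way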
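System: LDL receptor-deficient CHO ldlA cells overexpressing murine SR-BI | Timing: 3 h uptake period with compound, 37 °C | Medium: HEPES-buffered (25 mM, pH 7.4) F12 plus 0.5% BSA | Dosing: Single-point compound dose | Signal: Bottom-read fluorescence, 550/595 nm | Read-out: Retained DiI signal reflecting DiI-HDL uptake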
DAGLB inhibitor = DAGLB lipase inhibitors, primary screen, biochemical, fluorescence, HTS | hit rate 0.059% among 340,000 | Diacylglycerol lipase-beta (Homo sapiens), Q8NCG7 | HEK293T DAGLB membrane lysate, EnzChek fluorogenic substrate | inhibition, % at 5.17 µM | AID 504411, 2011; in the data active = inhibition above about 34%;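 also: 0% = enzyme with vehicle and 100% = wells lacking enzyme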
CAL PDZ FP-1 = CAL PDZ peptide-binding inhibitors, primary screen, biochemical, fluorescence polarization, Cer-tagged CAL PDZ, HTS | Golgi-associated PDZ and coiled-coil motif-containing protein (Homo sapiens), Q9HD26 | purified CAL PDZ, TMR-peptide fluorescence polarization, 1 h | inhibition, % at 20 µM | hit rate 0.02% among 330,000 | AID 504414, 2011;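 active = highest replicate inhibition of at least 40%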;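 also: plate controls were DMSO neutral control wells for no effect and unlabeled competitor peptide control wells for full effect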
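Assay system – tagged CAL PDZ protein CerCALP, purified · Timing – 1 h at RT · Compound – single point, 20 µM · Measured by – fluorescence polarization from S- and P-plane intensities, G-factor corrected · Evaluation – inhibition from polarization loss · Probe or stimulus – TMR reporter peptide T*-PRC34 · Buffer or medium – pH 7.4 phosphate-saline buffer, reducing agent, detergent, IgG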
RTF Ca sens act = cardiac RTF calcium sensitivity activators, primary screen, biochemical, IANBD-TnC fluorescence, EC20 calcium | activation, % at 7.2 µM | hit rate 0.24% among 340,000 | Troponin I, cardiac muscle (Homo sapiens) + Troponin T, cardiac muscle (Homo sapiens) + … | IANBD-labeled TnC RTF fluorescence at EC20 calcium; 0% EC20 calcium, 100% full calcium | AID 493008, 2010;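 active = activation above the mean over all tested compounds plus 3 SD, cut at about 30% in these data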;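 also: rise in fluorescence read as greater calcium sensitivity of cardiac thin filaments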
CAL PDZ FP-2 = untagged CAL PDZ binding inhibitors, primary screen, biochemical, fluorescence polarization, HTS. Golgi-associated PDZ and coiled-coil motif-containing protein (Homo sapiens), Q9HD26. purified CAL PDZ, TMR-peptide fluorescence polarization, 1 h. inhibition, % at 24.9 µM. hit rate 0.92% among 300,000. AID 602252, 2012;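 active = mean inhibition of at least 30% with at least half of replicates also reaching 30%; inconclusive = no clear call, values can overlap the other calls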;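 also: 0% = DMSO neutral control and 100% = excess unlabeled competitor peptide PRC23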
Keap1-Nrf2 PPI = Keap1-Nrf2 protein-protein interaction inhibitors, primary screen, biochemical, fluorescence polarization, single point | AID 504523, 2011 | Keap1 Kelch-Nrf2 peptide fluorescence polarization, 1536-well | Kelch-like ECH-associated protein 1 (Homo sapiens), Q14145 | inhibition, % at 9.4 µM | hit rate 0.15% among 340,000; in the data active = inhibition above about 12%; inconclusive = no clear call, values can overlap the other calls; inactive = below about 7.3%;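 also: human Keap1 Kelch domain with fluorescein labeled Nrf2 9mer peptide probe; 0% = neutral control wells and 100% = peptide positive control; higher means more block of Keap1 binding to Nrf2 peptide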
Target sequence (Q14145 whole entry, looked up, the tested form may be a part): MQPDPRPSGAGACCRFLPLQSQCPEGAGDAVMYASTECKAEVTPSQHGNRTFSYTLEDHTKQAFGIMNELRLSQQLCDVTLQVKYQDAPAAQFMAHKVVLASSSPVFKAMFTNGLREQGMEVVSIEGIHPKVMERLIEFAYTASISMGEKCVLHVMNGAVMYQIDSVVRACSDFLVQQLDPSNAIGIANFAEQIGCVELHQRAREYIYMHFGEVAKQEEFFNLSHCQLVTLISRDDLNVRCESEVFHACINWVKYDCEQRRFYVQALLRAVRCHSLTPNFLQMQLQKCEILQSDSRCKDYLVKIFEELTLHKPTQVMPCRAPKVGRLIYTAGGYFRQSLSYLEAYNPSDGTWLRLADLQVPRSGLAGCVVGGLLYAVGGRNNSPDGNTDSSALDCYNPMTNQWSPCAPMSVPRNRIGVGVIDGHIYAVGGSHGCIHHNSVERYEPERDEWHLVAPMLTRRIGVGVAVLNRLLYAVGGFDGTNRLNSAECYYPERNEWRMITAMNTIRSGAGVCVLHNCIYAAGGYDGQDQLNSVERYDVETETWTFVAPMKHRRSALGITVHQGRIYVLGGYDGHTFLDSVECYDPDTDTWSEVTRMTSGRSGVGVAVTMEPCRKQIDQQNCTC
An asterisk follows results filed as active; ? = inconclusive; · = not tested or not shown.

Rtt109 Vps75,PKA-R2B activ,RTF Ca sens inh,LANA DNA inh,SR-BI DiI-HDL act,DAGLB inhibitor,CAL PDZ FP-1,RTF Ca sens act,CAL PDZ FP-2,Keap1-Nrf2 PPI,SMILES
-6,4,0,-0.1,20,0,-2.5,-1,-3,-2,CCCN(CC1CC1)C(=S)Nc1ccccc1F
29,1,3,0.7,35,-1,-2.3,-5,-3,-1,COC(=O)CSc1nnc(-c2ccc(S(=O)(=O)N3CCC(C)CC3)cc2)o1
12,-7,0,0.0,2,2,-2.1,4,·,-5,CC(C)CCN1CCN(C2CSCCSC2)CC1CCO (centres undefined)
-5,6,-8,-1.5,0,0,0.1,7,1,-5,CC(NC(=O)c1ccc2c(=O)n3c(nc2c1)CCC3)c1ccc(S(N)(=O)=O)cc1 (centres undefined)
-1,-5,4,0.0,15,0,-1.4,10,-1,-8,O=C1CC(NS(=O)(=O)c2cccnc2)CN1c1ccccc1 (centres undefined)
0,2,5,0.3,32,1,-3.1,-2,-18,-7,CCOc1ccc2nc(Cl)c(C3CC(c4ccccc4)=NN3C(=O)c3cccs3)cc2c1 (centres undefined)
1,-1,-9,-0.9,7,0,-1.2,-4,-1,-12,CN(C)CCC(=O)c1ccc2c(c1)OCO2
-4,10,-6,-1.6,9,2,-2.1,-4,0,-4,COC(=O)c1cc(NS(=O)(=O)c2ccc(NC(C)=O)cc2)cc(C(=O)OC)c1
4,-4,-4,0.8,-4,1,0.0,0,4,-3,COc1ccc(NC(=O)C2=C(C)NC(=S)NC2c2ccc(O)c(OC)c2)cc1 (centres undefined)
-16,-5,0,-0.3,-44,0,-0.2,4,·,0,CNC(=S)N(CCc1c(C)[nH]c2ccccc12)Cc1cc(OC)c(OC)c(OC)c1
-2,0,-5,0.7,13,1,-1.1,2,-1,2,O=C(CN1C(=O)NC2(CCCCCC2)C1=O)Nc1ccc(S(=O)(=O)N2CCOCC2)cc1
-3,0,3,-0.3,-4,2,-2.2,-5,0,-2,CCOc1ccc(NC(=O)CCc2nnc3ccc(N4CCC(C)CC4)nn23)cc1
-6,7,-9,0.2,-15,-1,-3.4,-4,-7,-5,Cc1oc(-c2ccc(Cl)cc2)nc1CS(=O)CC(=O)NCCN1CCCCCC1 (centres undefined)
5,-4,-2,0.2,0,3,-2.4,1,·,-7,COc1ccc(-n2c(Cc3cccn3C)nnc2SCC(=O)NCCc2ccccc2)cc1
-13,-3,4,0.6,24,21,-1.4,-1,-2,-3,Cc1sc2c(c1C)c(=O)n(-c1cccc(C(F)(F)F)c1)c(=O)n2CC(=O)NCc1ccco1
3,0,-1,-1.8,-3,-3,-2.0,-1,-1,-1,Cc1ccn2c(=O)cc(C)nc2c1
-2,-2,5,-1.0,5,1,0.3,-5,-1,-2,O=C(C[C@@H]1C/C=C\C[C@@H](Cc2ccc(F)cc2)C(=O)OC[C@H]2CCCN2C1=O)NCCO
-9,0,4,-0.1,-10,0,-1.5,1,0,-1,Cc1ccc(-c2nc3cc(N)ccc3o2)c(C)c1
5,16,-2,1.1,-1,0,-1.1,-3,·,0,O=C1NCCCC2c3c(cc(Br)c(O)c3Br)OC12N1CCOCC1 (centres undefined)
-2,-4,1,1.5,3,0,0.2,-5,6,-1,CSc1nc(O)c(C(c2ccccc2)c2c(O)nc(SC)[nH]c2=O)c(=O)[nH]1
1,7,-36,-0.7,30,-2,-0.5,1,-3,2,CCCCCNC(=O)CCn1c(=O)oc2ccccc21
17,2,-2,-1.4,1,-1,-1.2,0,·,1,O=C(CN1CCCC1)Nc1ccc(Br)cc1
-1,-9,-2,-0.3,3,-1,1.1,-2,-4,0,Cc1cc(SCC(=O)NC2CC2)nc2ccccc12
10,1,-11,-2.4,-46,1,-4.2,-7,0,-3,N#Cc1cccc(NC(=O)Cn2c3[n+](c4ccc(C(F)(F)F)cc42)CCCCC3)c1
-12,-1,-11,0.6,29,-5,-0.8,3,·,3,CC(=O)c1ccc(NC(=O)c2ccn(C(=O)OCC(C)C)n2)cc1
-12,6,0,-2.7,-67,-12,·,-2,0,1,Cc1ccc(-c2nnn(CC(=O)N(CC(=O)NCc3ccccc3)c3cccc(C)c3C)n2)o1
10,-2,1,-0.5,-13,-4,·,-2,-3,-2,COc1ccc(OCCC(=O)OCC(=O)NC(=O)NC(C)(C)C)cc1
7,-4,-4,0.8,-73,-2,0.7,-1,-2,-8,CCCn1c(C)nc2cc(Cl)c(N3CCN(c4nc(-c5ccc(C)cc5)cs4)CC3)cc21
3,-5,4,3.2,-6,-2,-0.9,1,-3,3,COc1ccccc1C(=O)NC(=O)OCCn1c(C)cnc1[N+](=O)[O-]
9,-1,-6,-0.9,-5,-2,0.1,2,·,-5,CCN(CC)c1ccc(CN2CCC(C(=O)NCc3ccc(C)cc3)CC2)cc1
-6,8,-18,-1.6,-27,-3,-0.3,3,-1,-2,COc1ccc(NC(=O)Cn2nnc(-c3ccccc3NC(=O)c3ccco3)n2)cc1
-6,-2,-15,-2.3,15,-1,0.6,-1,-5,-9,CCCCCC[C@@H]([C@@H](C)O)n1cnc2c(N)ncnc21
-2,-5,13,1.1,·,-1,-0.1,-3,6,-2,COc1ccc(NC(=O)CCNS(=O)(=O)c2ccc(Cl)c([N+](=O)[O-])c2)cc1S(N)(=O)=O
13,-2,-2,-0.8,6,-5,1.3,4,3,1,CCC(=O)Nc1nnc(S(=O)(=O)N2CCCC2)s1
5,4,-2,0.8,-9,-3,-0.3,-5,2,-2,Cc1ccsc1/C=N\Nc1cn[nH]c(=O)c1Cl
17,-5,-10,-0.4,-30,-9,-3.1,-5,-3,1,CCN(CC(=O)Nc1ccccc1C(F)(F)F)C(=O)c1oc2ccc(OC)cc2c1C
-5,-5,-17,1.4,-4,1,-0.9,-2,0,3,Cc1ccc(-c2nnc(NC(=O)c3ccco3)o2)c(C)c1
7,-14,6,1.7,·,-4,-0.7,-4,4,?,COc1ccc(NC(=O)CNC(c2ccccc2)c2ccccc2)cc1Cl
-10,-9,-6,0.0,-8,-17,-2.9,1,-1,-3,CC(C)(C)c1csc(NC(=O)C2COc3ccccc3O2)n1 (centres undefined)
-3,1,-9,-0.2,-85,1,-0.9,-4,·,0,N#C/C=C/C(=C\Nc1ccc(Cl)cc1)S(=O)(=O)c1ccccc1
3,-3,14,-1.3,-10,-8,-1.2,-3,3,-3,CCN(CC)C(=O)Oc1ccc(Br)c2ccccc12
-2,-11,2,-1.2,-37,-8,-1.3,-4,-5,0,COc1ccc(OC)c(/C=C/C(=O)N2CCCc3ccccc32)c1
11,-12,3,1.0,·,-4,-1.4,-1,2,-4,COc1cc(CCC(=O)OCC(=O)Nc2ccc(Br)cc2F)cc(OC)c1OC
6,-5,-3,-1.5,21,1,-0.9,-6,·,0,O=C(NCc1ccc(Cl)s1)C1CCC(=O)N(CCc2cccc(F)c2)C1 (centres undefined)
0,-7,-8,-0.2,·,-2,0.0,0,9,-4,CCOc1ccccc1NC(=O)COC(=O)c1cc[n+]([O-])cc1
3,2,-3,-0.7,27,-1,-2.3,5,-3,-3,Cc1occc1C(=O)N/N=C/c1ccccn1
0,-9,-2,-1.6,-21,-3,-1.9,-3,-4,-1,Cc1cc(OCC(=O)NC2CC2)c2c(C)c(C)c(=O)oc2c1
6,10,-5,0.3,-17,-1,-0.7,3,3,1,Cc1cc(NC(=S)Nc2cccc3ccccc23)n[nH]1
1,3,-17,-0.9,-27,-3,-3.0,4,0,-3,CN1Cc2cccc3c2C(Cc2ccccc2S3)C1 (centres undefined)

4 compounds picked at random from those above:
Rtt109 Vps75,PKA-R2B activ,RTF Ca sens inh,LANA DNA inh,SR-BI DiI-HDL act,DAGLB inhibitor,CAL PDZ FP-1,RTF Ca sens act,CAL PDZ FP-2,Keap1-Nrf2 PPI,SMILES
11,-12,3,1.0,·,-4,-1.4,-1,2,-4,COc1cc(CCC(=O)OCC(=O)Nc2ccc(Br)cc2F)cc(OC)c1OC
6,10,-5,0.3,-17,-1,-0.7,3,3,1,Cc1cc(NC(=S)Nc2cccc3ccccc23)n[nH]1
-5,-5,-17,1.4,-4,1,-0.9,-2,0,3,Cc1ccc(-c2nnc(NC(=O)c3ccco3)o2)c(C)c1
1,3,-17,-0.9,-27,-3,-3.0,4,0,-3,CN1Cc2cccc3c2C(Cc2ccccc2S3)C1 (centres undefined)

An excerpt from above in order of SMILES length, descending:
Rtt109 Vps75,PKA-R2B activ,RTF Ca sens inh,LANA DNA inh,SR-BI DiI-HDL act,DAGLB inhibitor,CAL PDZ FP-1,RTF Ca sens act,CAL PDZ FP-2,Keap1-Nrf2 PPI,SMILES
0,-7,-8,-0.2,·,-2,0.0,0,9,-4,CCOc1ccccc1NC(=O)COC(=O)c1cc[n+]([O-])cc1
0,-9,-2,-1.6,-21,-3,-1.9,-3,-4,-1,Cc1cc(OCC(=O)NC2CC2)c2c(C)c(C)c(=O)oc2c1
3,-3,14,-1.3,-10,-8,-1.2,-3,3,-3,CCN(CC)C(=O)Oc1ccc(Br)c2ccccc12
